D2 antagonist: D2 dopamine receptor (human) antagonism; HEK293 TREx D2 cells, calcium flux, dopamine EC80; actives 2% (n = 340,000); AID 485344; inhibition, % at 10 µM; P14416; in the data active = inhibition above about 30%; note: 0% is about no effect
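Calcium mobilization kinetics were recorded at 1 s intervals in tetracycline-induced HEK293 T-REx D2 cells, first for 180 s after compound addition and then 180 s after EC80 dopamine.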
Glioma ERSR ind: inducers of ER stress response in human glioma cells. AID 602332. U87-MG GRP78 promoter luciferase reporter, 16 h. Potency, µM, without a hit: at the highest dose activation, actives largely listed as activators. actives 0.02% (n = 420,000); note: potency is the fitted concentration of half-maximal effect; series mostly up to about 76 µM; % of control where 0% means no effect; nearly all actives have a fitted effect of over 35% in size
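Stably transfected U87-MG human glioma cells carrying a GRP78-based luminescent sensor were seeded at 1000 cells/well, pin-dosed with compounds and incubated 16 h. Luciferase reagent was then added, and end-point luminescence was read after 10 min at room temperature.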
12-LOX inh: inhibitors of human 12S-lipoxygenase ALOX12. Potency, µM (highest dose often 108 µM), inactives show at the top dose activity change, negative = inhibition, usual class: inhibitors. actives 1.1% (n = 580,000). purified 12hLO, xylenol orange hydroperoxide absorbance; note: potency is the fitted concentration of half-maximal effect; % is set by controls: 0 for no effect and ±100 for the full control effect
Target sequence (P18054 whole entry, looked up): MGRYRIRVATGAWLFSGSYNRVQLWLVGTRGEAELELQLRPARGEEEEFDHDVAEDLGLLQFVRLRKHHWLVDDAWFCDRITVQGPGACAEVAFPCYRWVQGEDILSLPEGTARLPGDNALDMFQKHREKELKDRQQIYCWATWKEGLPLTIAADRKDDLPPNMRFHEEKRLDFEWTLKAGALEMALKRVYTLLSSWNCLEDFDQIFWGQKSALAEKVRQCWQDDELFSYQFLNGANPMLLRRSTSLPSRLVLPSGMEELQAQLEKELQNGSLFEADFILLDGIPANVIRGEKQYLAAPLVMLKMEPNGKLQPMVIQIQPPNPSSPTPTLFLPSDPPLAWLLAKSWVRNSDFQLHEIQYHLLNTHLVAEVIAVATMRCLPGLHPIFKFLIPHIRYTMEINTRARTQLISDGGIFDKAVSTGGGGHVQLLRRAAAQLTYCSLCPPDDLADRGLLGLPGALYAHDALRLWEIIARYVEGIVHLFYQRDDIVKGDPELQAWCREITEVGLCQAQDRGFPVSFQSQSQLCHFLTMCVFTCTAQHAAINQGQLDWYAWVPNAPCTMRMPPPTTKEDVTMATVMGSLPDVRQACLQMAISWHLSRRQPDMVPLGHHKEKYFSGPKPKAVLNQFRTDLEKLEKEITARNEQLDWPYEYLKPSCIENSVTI
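Purified human 12hLO at 150 nM in 25 mM Hepes, 0.01% Triton X-100, pH 7.0, preincubated 15 min at room temperature with compound. Reaction started with 40 uM arachidonic acid, 30 min at room temperature. Hydroperoxide measured by Fe-xylenol orange, 573/405 nm absorbance ratio.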
Vif-A3F inh: blocks the Vif interaction with APOBEC3F; Potency, µM (series often up to 46.1 µM), for the others: at the highest dose activity, negative = active; HeLa A3F-eYFP + Vif (tagged APOBEC3F with the HIV-1 protein that degrades it), YFP fluorescence increase; actives 0.2% (n = 390,000); note: potency is the fitted concentration of half-maximal effect; % of control where 0% means no effect; nearly all actives have a fitted effect of over 65% in size
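HeLa cells stably expressing Vif plus C-terminally eYFP-tagged A3F were seeded, incubated overnight at 37 deg C, dosed with compound, incubated overnight again at 37 deg C. Yellow fluorescence (Ex 488/Em 500-530) reported blocked Vif-mediated A3F-eYFP degradation.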
D2 ag: agonists of human D2 dopamine receptor. activation, % at 2 µM. actives 0.53% (n = 340,000). P14416. HEK293 T-REx D2 cells, calcium flux agonist mode;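 active = activation over 3 SD above normal in the single-dose calcium agonist read, cut at about 30% in these data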; note: 0% is about no effect
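In this primary screen, compounds producing a positive calcium signal within 180 s of addition to tetracycline-induced, force-coupled HEK293 Trex D2 cells are flagged; cells are dye-loaded with a no-wash calcium kit beforehand.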
LDHA block: LDHA (human) enzyme inhibition | AID 1347041 | purified LDHA, NADH/diaphorase-resazurin fluorescence; stronger effect = lower value | actives 0.15% (n = 480,000) | activity change, % (values are at about 110 or 230 µM) | P00338; in the data active = activity change below about -30%; inconclusive = mostly about -25% to -30%;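 note: plate controls were DMSO wells for no effect and wells without enzyme for full effect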
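LDH5 2 nM; NADH 0.06 mM, pyruvate 0.2 mM; 200 mM Tris pH 7.4, EDTA, Tween-20; 5 min RT. Detection: diaphorase 0.133 mg/mL + resazurin 37 µM, fluorescence ex540/em590 at 0 and 20 min; normalized to enzyme-free and DMSO wells.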
Vif-APOBEC3G blk: Vif-A3G binding inhibition. Q9HC16. HeLa A3G-eYFP + Vif (tagged APOBEC3G with the HIV-1 protein that degrades it), YFP fluorescence, overnight. Potency, µM (titrated, usually from 46.1 µM), without a hit: at the top dose activity, negative = active, hits mostly inhibitors. actives 0.076% (n = 410,000);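 note: potency is the fitted concentration of half-maximal effect; % is set by controls: 0 for no effect and ±100 for the full control effect; nearly all actives have a fitted effect of over 60% in size; hits raise eYFP signal because A3G escapes Vif-driven loss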
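HeLa cells stably expressing Vif and C-terminally eYFP-tagged A3G, seeded overnight at 37 deg C, then exposed to compound by pintool overnight at 37 deg C. Rise in yellow fluorescence (Ex 488/Em 500-530, Acumen) marks blocked Vif-driven A3G degradation.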
ERG-DNA inh: blocks human ERG Ets domain binding to DNA; P11308; fluorescence polarization, His-ERG Ets domain / labelled DNA; Potency, µM (top dose mostly 76.9 µM), without a hit: at the highest dose FP activity, negative = inhibition, actives largely listed as inhibitors; actives 0.028% (n = 370,000); AID 624246; active = well fitted inhibition curve with a large enough effect in the polarisation, with a control signal flat; inconclusive = small, poorly fitted or top-dose-only effect, or effect the other way, or a change in a side signal; inactive = no such curve, though single readings can be large or run the other way; the % refers to the polarisation;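 note: polarization taken with two DNA probes labelled with fluorescein and Texas red; potency is the fitted concentration of half-maximal effect; % of control where 0% means no effect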
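His-tagged ERG Ets domain (1 uM in the protein solution; 300mM KCl, 50mM Tris-HCl, 1mM EDTA, 1mM DTT, pH 7.5) received compound, then a probe mix of 5 nM fluorescein-DNA and 100nM Texas-615-DNA. Fluorescence polarization was read for both dyes.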
RGS4 inhibitor: inhibitors of human regulator of G protein signaling 4. Transcreener GDP fluorescence polarization, RGS4-accelerated GTP hydrolysis. actives 0.039% (n = 390,000). Potency, µM (titrated, usually from 114 µM), for inactives: at the top dose activity change, negative = inhibition, actives largely listed as inhibitors. P49798. AID 504845; note: potency is the fitted concentration of half-maximal effect; % is set by controls: 0 for no effect and ±100 for the full control effect; nearly all actives have a fitted effect of over 75% in size; some results filed as inactive show a strong effect at the top dose
Target sequence (P49798 whole entry, looked up): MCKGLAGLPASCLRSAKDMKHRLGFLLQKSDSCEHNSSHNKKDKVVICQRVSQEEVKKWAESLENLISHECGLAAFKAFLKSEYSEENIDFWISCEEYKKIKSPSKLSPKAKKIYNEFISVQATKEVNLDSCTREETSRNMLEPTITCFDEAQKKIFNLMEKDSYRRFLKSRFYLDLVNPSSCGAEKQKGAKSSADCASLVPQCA
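MLSMR compounds (23 nl, pin-transferred) preincubated 10 min at room temperature with a 500nM (2x) first reagent, then RGS4 at 900nM (2x) plus Transcreener GDP mix added; fluorescence polarization (620/688 nm) read before and after 90 min at 30 °C.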
An asterisk follows results filed as active; ? = inconclusive; . = not tested or not shown; & = joins results of further samples; [ ] = another dose, or the depositor's remark. Unless noted, calls come from the whole dose curve; as a rule, active = well fitted curve in the direction sought with a large enough effect; inconclusive = small, poorly fitted or top-dose-only effect, or another doubt; inactive = no such curve, though single readings can be large; an effect the other way counts as inactive or inconclusive. An excerpt; the hit share may differ from the screen's.

SMILES	Vif-APOBEC3G blk	D2 antagonist	RGS4 inhibitor	12-LOX inh	ERG-DNA inh	Vif-A3F inh	Glioma ERSR ind	LDHA block	D2 ag
CC(C(=O)NC(=O)NCc1ccccc1)N1C(=O)c2ccccc2C1=O (stereo not given)	2%	-5	27%	5%	7%	0%	0%	-9	0.1
CC(C)(C)c1ccccc1OCC(=O)Nc1ccccc1C(=O)NCc1cccnc1	-7%	6	-4%	-3%	-11%	16%	-9%	2	2.2
CCOc1ccccc1C(=O)NCCCN1CCN(CCCNC(=O)c2ccccc2OCC)CC1	1%	20	28%	-7%	-1%	-10%	-3%	0	0.4
CC(C)CNC(=O)C1(C)CCCCCN1C(=O)c1cc(C#N)cs1 (stereo not given)	-3%	.	.	-18%	.	.	7%	-18	.
Cc1cc(/C=C2/C(=N)N3C(c4ccccc4)=CSC3=NC2=O)c(C)n1-c1ccccc1	0%	-2	-35%	?	-6%	-10%	0%	-4	-0.7
COCOc1cc(O)c2c(=O)c(OCOC)c(-c3ccc(OCOC)c(OCOC)c3)oc2c1	-3%	.	18%	-3%	-2%	6%	2%	4	.
N#Cc1cccc(NC(=O)CSc2sc3c(O)cc(=O)[nH]c3c2C#N)c1	1%	11	-36%	-3%	11%	-5%	3%	2	-0.3
COc1cc(-c2cc3nc(NCc4cccc(Cl)c4)ccn3n2)cc(OC)c1OC	-3%	.	.	0%	.	.	-7%	-3	.
CCOc1cc(-c2nnc(SCC(=O)NC3CCCC3)nc2-c2ccc(OC)c(OCC)c2)ccc1OC	-5%	.	13%	6%	2%	-1%	2%	-13	0.4
CC(=O)Nc1cc(C(=O)NCc2ccc(F)cc2)ccc1S(=O)(=O)c1ccc(C)cc1	-4%	.	5%	-27%	-4%	4%	0%	1	.
CC(C)(C)OC(=O)N1CCC(C(=O)Nc2ccc(C(=O)N3CCCCC3)cc2)CC1	-5%	.	1%	?	-3%	5%	-3%	-10	.
CC(C)C[C@H]1CNC(=S)N1CC1CCN(CC2CCCC2)CC1	2%	.	45%	0%	-1%	14%	4%	-10	.
CC[C@H](C)[C@@H](COC=O)NC(=O)[C@H]1O[C@@H](n2ccc(N)nc2=O)[C@H](O)[C@@H]1O	3%	.	.	?	.	.	-4%	0	.
COc1ccc(CCN2C(=O)N(c3cccc(OC)c3)C(=O)C2CC(=O)Nc2ccccc2)cc1 (stereo not given)	4%	.	-4%	-14%	3%	-2%	-4%	2	-0.1
O/N=C(\CN1CCCCC1)c1ccccc1	3%	.	-36%	8%	-11%	5%	-7%	-4	.
COc1cc2ccccc2cc1C(=O)Nc1ccc(CN2CCOCC2)cc1	0%	14	4%	?	4%	-1%	-4%	5	-0.4
Cc1ccc(NC(=O)C[n+]2ccccc2)cc1C	1%	.	23%	0%	-14%	3%	2%	-9	.
COC(=O)/C(C#N)=C/N(C)C	0%	-6	-3%	68%[activator]	3%	-9%	-3%	-1	1.5
COC(=O)c1cccc(NC(=O)c2nsc3ccccc23)c1	.	.	8%	?	?	.	.	-8	-1.3
O=C(OCn1nnc2ccccc2c1=O)c1ccc(O)cc1	-2%	4	22%	-12%	3%	4%	5%	-8	2.2
Nc1nc(NCc2ccc(Cl)cc2)c2[nH]cnc2n1	-11%	.	-7%	3%	.	.	3%	0&-6	.
Cc1ccc(/C=C(\C#N)C(=O)Nc2cccc(C)n2)cc1	-1%	-6	5%	3%	7%	-2%	-12%	-3	0.4
CCOC(=O)c1noc2ncn(CC(=O)Nc3cc(Cl)ccc3OC)c(=O)c12	0%	.	11%	-13%	5%	-3%	-1%	-1	1.7
COC(=O)c1ccc(CSc2nnnn2C)o1	-3%	-9	0%	-7%	-3%	2%	-3%	4	0.9
COc1ccc(-c2noc(CC(=O)Nc3ccc(C)c(F)c3)n2)cc1	-4%	.	11%	-28%	16%	7%	-3%	-5	1.2
NS(=O)(=O)c1ccc(CCNc2nc(CN3CCCCC3)nc3sc4c(c23)CCC4)cc1	-1%	-20	10%	9%	1%	-1%	-4%	-5	0.5
Cn1c(/C(C#N)=C(\O)CN2CCN(Cc3ccccc3)CC2)nc2ccccc21	6%	3	-31%	16%	4%	-12%	-3%	0	-0.3
COc1ccc(-n2nnnc2C2CCN(S(=O)(=O)c3cc(Cl)ccc3OC)CC2)cc1	3%	.	0%	-24%&-24%	2%	1%	-3%	4&-4	1.2
Cc1ccc(S(=O)(=O)NCC2CCC(C(=O)NCc3ccccn3)CC2)cc1 (stereo not given)	1%	14	5%	-3%	0%	-29%	-1%	-5	-0.4
Cc1ccc(-n2nc3c(N4CCC(C(=O)NC5CCCCC5)CC4)nnc(C)c3c2C)cc1	1%	.	0%	-19%	-4%	1%	-2%	1	-1.5
c1ccc2[nH]c(CCCc3nc4ccccc4[nH]3)nc2c1	0%	-2	-52%	-49%	-8%	5%	-3%	-3	-0.9
Cc1ccc(-c2[nH]nc3c2C(C)C(C#N)=C(N)O3)cc1 (stereo not given)	-1%	6	28%	-28%	2%	-9%	-2%	-3	0.5
C/C(=N\Nc1ccc([N+](=O)[O-])cc1)c1ccc(C#N)cc1	0%	14	-13%	0%	19%	-2%	-4%	-3	1.9
COc1ccc(C(=O)c2cn[nH]c2-c2cc(C)ccc2O)cc1	-7%	8	31%	-46%	-6%	-7%	-3%	-7	0.0
O=C(c1ccc2c(c1)N(Cc1ccccc1F)C(=O)c1ccccc1S2(=O)=O)N1CCCCCC1	-4%	.	0%	0%	3%	7%	-1%	-2	0.2
CCCCn1c(N)c(NCc2ccccc2)c(=O)[nH]c1=O	-2%	1	-18%	-16%	1%	0%	-1%	-2	0.2
CC1(C)CC(=O)C(CC(=O)Nc2ccc(S(N)(=O)=O)cc2)=C(O)C1	-2%	-2	-24%	0%	0%	1%	-2%	-4	0.5
CC1(C)C/C(=N\NC(=S)Nc2ccccc2F)c2cc(O)ccc2O1	0%	-2	-24%	?	7%	5%	-3%	5	2.4
Cc1csc2nc(CN3CCN(CC(=O)N(C)C)CC3)cc(=O)n12	2%	4	-16%	?	-5%	-4%	0%	-11	0.7
Cc1cc2nc3c(=O)n(C4CCCCC4)c(=O)[nH]c3nc2cc1N	8.9µM*	-28	?	-17%	-2%	11µM*	6%	24	61*
Cc1cc(-c2ccc(S(=O)(=O)Nc3cccc(Cl)c3C)cc2)on1	-21%	.	-1%	-29%	3%	-28%	-5%	-6	-0.6
NC(=O)c1cccc(-c2ccnc3c2CC(C(=O)NCc2cccc(Cl)c2)O3)c1 (stereo not given)	?	.	.	-6%	.	.	0%	-10	.
CCN(CC)CCCN(Cc1cc2cc3c(cc2[nH]c1=O)OCO3)C(=S)NCc1ccco1	-1%	-21	-20%	-26%	2%	1%	-4%	-4	-0.5
CCOc1ccc(-c2nc(CSCC(=O)N3CCN(C(=O)c4ccco4)CC3)c(C)o2)cc1	0%	-5	-13%	7%[57.4 µM]	-2%	4%	6%	-1	0.6
Cc1ccc(N(CC(=O)Nc2cccc(F)c2)S(=O)(=O)c2cccs2)cc1	0%	.	-2%	-11%	-6%	-2%	-2%	-6	-0.4
O=C(Nc1cccc2cccnc12)c1ccccc1Cl	-1%	.	-10%	?	0%	1%	-3%	-5&-2	.
CN(C(=O)c1ccc(F)cc1)c1ccccc1C(=O)NCc1ccccc1	-1%	-20	-11%	5%	19%	-6%	-4%	-9	0.1
Cc1cccc([C@@H]2[C@@H]3C(=O)N(Cc4ccccc4)C(=O)[C@@H]3[C@]3(Cc4ccc(Cl)cc4)C(=O)N(c4ccc(Br)cc4)C(=O)N23)c1	-8%	-24	2%	?	6%	6%	-3%	-9	0.1
CCCNC(=O)COC(=O)/C(C#N)=C/c1cc(C)n(CCC)c1C	-5%	-11	5%	0%	6%	1%	2%	-14	2.1
O=C(Nc1cccc(Cl)c1)Nc1nccs1	-11%	9&8	12%	-27%	11%	-10%	14%	0	-0.2&2.4
Cc1cccc(S(=O)(=O)c2cn(Cc3ccccc3)c3cc(N4CCC(C)CC4)c(F)cc3c2=O)c1	2%	.	15%	?	5%	1%	-2%	-14	-0.8
COc1ccc(CNC(=O)CN2C(=O)COc3ccc(S(=O)(=O)NC4CCCC4)cc32)cc1	-4%&0%	15	10%&-5%	?	1%&-3%	1%&-1%	-5%&-1%	-2&-9	-0.9

Screening data deposited in PubChem BioAssay by National Center for Advancing Translational Sciences (NCATS).
